Screening data as filed in PubChem BioAssay.
AmpC inh no detg: qHTS Inhibitors of AmpC Beta-Lactamase (assay without detergent); P00811; AmpC nitrocefin hydrolysis, absorbance 480 nm, 0.0001% Triton; Potency, µM (highest dose often 57.1 µM), for the others: top-dose activity change, negative = inhibition, most hits filed as inhibitors; actives 0.52% (n = 330,000); AID 485341, 2010;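 also: potency is read from the fitted curve at half-maximal effect; plate controls were no compound for no effect and no enzyme for full effect; nearly all actives have a fitted effect of over 20% in size; some results filed as inactive show a strong effect at the top dose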
Target sequence (P00811 whole entry, looked up): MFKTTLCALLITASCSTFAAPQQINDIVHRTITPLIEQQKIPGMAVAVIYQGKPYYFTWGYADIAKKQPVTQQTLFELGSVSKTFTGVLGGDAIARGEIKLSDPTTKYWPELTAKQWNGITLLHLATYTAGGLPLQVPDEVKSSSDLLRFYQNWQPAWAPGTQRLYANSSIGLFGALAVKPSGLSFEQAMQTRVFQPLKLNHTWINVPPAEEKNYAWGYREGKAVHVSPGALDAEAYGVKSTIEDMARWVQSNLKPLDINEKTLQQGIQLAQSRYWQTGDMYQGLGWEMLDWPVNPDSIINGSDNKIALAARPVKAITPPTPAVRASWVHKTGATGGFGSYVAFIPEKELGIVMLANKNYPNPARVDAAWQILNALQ
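20 mM phosphate pH 7.0 + 0.01% (detergent screen) or 0.0001% Triton X-100; 5.3 nM AmpC reagent; cpd preinc 15 min RT; nitrocefin (800 uM stock) to start; A480 q20 s × 4 min; Activity was normalised to no-enzyme and no-compound control wells.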
FBPA Giardia inh: qHTS Assay for Inhibitors of Fructose-1,6-bisphosphate Aldolase from Giardia Lamblia | purified Giardia FBPA | Potency, µM (highest dose often 59.6 µM), for inactives: at the highest dose activity, negative = inhibition, usual class: inhibitors | actives 0.71% (n = 290,000); also: potency is read from the fitted curve at half-maximal effect; nearly all actives have a fitted effect of over 55% in size
Target sequence (A8B2U2 whole entry, looked up): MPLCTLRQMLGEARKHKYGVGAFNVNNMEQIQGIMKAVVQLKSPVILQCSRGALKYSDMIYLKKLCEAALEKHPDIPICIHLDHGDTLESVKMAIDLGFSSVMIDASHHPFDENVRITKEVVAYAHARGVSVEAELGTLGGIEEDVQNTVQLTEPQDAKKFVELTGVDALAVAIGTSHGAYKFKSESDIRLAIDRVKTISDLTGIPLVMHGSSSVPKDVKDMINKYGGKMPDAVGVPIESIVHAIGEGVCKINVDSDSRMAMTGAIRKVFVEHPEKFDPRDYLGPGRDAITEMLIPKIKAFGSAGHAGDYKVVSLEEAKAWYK
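Giardia FBPA (40 nM reagent) was preincubated 10 min at RT with compound (up to 57.5 uM final), then substrate plus GAPDH/TPI/NAD/arsenate coupling system with diaphorase/resazurin was added; resorufin fluorescence (525/598 nm) was read after 20 min.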
AmpC inh detg: qHTS Inhibitors of AmpC Beta-Lactamase (assay with detergent); P00811; AmpC hydrolysis of nitrocefin, absorbance 480 nm, 0.01% Triton; Potency, µM (highest dose often 114 µM), inactives show at the highest dose activity change, negative = inhibition, hits mostly inhibitors; actives 0.041% (n = 370,000); AID 485294, 2010;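 also: potency is read from the fitted curve at half-maximal effect; 0% = no-compound wells and -100% = no-enzyme wells; nearly all actives have a fitted effect of over 25% in size; some results filed as inactive show a strong effect at the top dose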
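AmpC (5.3 nM in the dispensed reagent) in 20 mM phosphate pH 7.0 with 0.01% (detergent screen) or 0.0001% Triton X-100 was preincubated with compounds for 15 min at room temperature. Nitrocefin was then added from an 800 uM solution, and hydrolysis was followed at 480 nm.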
Sm TGR block: qHTS Assay for the Inhibitors of Schistosoma Mansoni Peroxiredoxins; Potency, µM (series often up to 114 µM), for the others: at the top dose activity change, negative = inhibition, usual class: inhibitors; actives 3% (n = 360,000); Schistosoma mansoni thioredoxin glutathione reductase (TGR), Q962Y6; purified TGR, DTNB reduction, TNB absorbance 405 nm; also: potency is read from the fitted curve at half-maximal effect; nearly all actives have a fitted effect of over 60% in size
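First, TGR (20 nM dispensed) and NADPH were mixed with compound. Second, a 15 min room-temperature incubation followed. Third, further NADPH and then DTNB were added to start the reaction. Finally, TNB absorbance was monitored kinetically.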
HCMV antiviral: qHTS Assay for inhibitors of the human cytomegalovirus (HCMV); HFF cells, HCMV-luciferase reporter, 72 h; active compounds read low; activity change, negative = inhibition, % at 57.5 µM; actives 4.5% (n = 410,000); in the data active = activity change below about -60%; inconclusive = no clear call, values can overlap the other calls; inactive = above about -39%
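After 16 h attachment at 37C, HFF cells received test compound and HCMV-luciferase (1 PFU/cell); reporter luminescence read 72 h later, data normalized against buffer-only and known inhibitor Salinomycin.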
AMA1-RON2 inh: qHTS for Inhibitors of AMA1-RON; Towards Development of Antimalarial Drug Lead: Primary Screen; AlphaScreen AMA1-biotinylated RON2 peptide binding; Potency, µM (highest dose often 58.2 µM), without a hit: at the highest dose activity change, negative = inhibition, usual class: inhibitors; actives 0.2% (n = 360,000); AID 720542, 2013;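 also: potency is read from the fitted curve at half-maximal effect; 0% = vehicle wells and -100% = peptide control; nearly all actives have a fitted effect of over 45% in size; some results filed as inactive show a strong effect at the top dose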
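AMA1 (3D7) with his tag at 25 nM final met compounds first, then biotinylated RON2 peptide at 25 nM; detection used donor plus acceptor beads, 10 µg/mL apiece, read by AlphaScreen after 30 min at room temperature.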
An asterisk follows results filed as active; ? = inconclusive; / = not tested or not shown; & = joins results of further samples; ! = not active in a repeat; [ ] = another dose, or the depositor's remark. Unless noted, calls follow the shape of the dose curve; as a rule, active = well fitted curve in the direction sought with a large enough effect; inconclusive = small, poorly fitted or top-dose-only effect, or another doubt; inactive = no such curve, though single readings can be large; an effect the other way counts as inactive or inconclusive. Unless noted, % is scaled to controls: 0 for no effect and ±100 for the full control effect.

SMILES	AmpC inh no detg	FBPA Giardia inh	AmpC inh detg	Sm TGR block	HCMV antiviral	AMA1-RON2 inh
CCCCN(C(=O)CSc1nn(-c2ccc(F)cc2)c(=S)s1)c1c(N)n(CCCC)c(=O)[nH]c1=O	-21%	/	-6%	-16%	-13	-15%
CC1CCCC(NC(=O)CSc2nnc(N)s2)C1C (stereo not drawn)	-4%	2%	-4%	-1%	-15	3%
C/C=C(/C)C(=O)Nc1cccc(C2=NOC3(C2)C[C@H](C(N)=O)N(C(=O)COc2ccc(Cl)cc2)C3)c1 (stereo partly drawn)	101%[activator]	-15%	-2%	-2%	3	7%
Cc1ccc(-c2nnn(CC(=O)N(Cc3ccco3)C(C(=O)NC3CCCC3)c3cccs3)n2)o1 (stereo not drawn)	-50%	7%	?	-26%	-8	6%
CCOc1ccccc1CNC(=O)CCNC(=O)Cn1ccc2ccccc2c1=O	-2%	2%	-1%	-8%	7	11%
COC(=O)c1cccc(NC(=O)c2nn(C)c(=O)c3ccccc23)c1	142%[activator]	-5%	11%	-4%	46	0%
CC1=C(C(=O)N2CCC3(CC2)OCCO3)C2(CCC(C)CC2)OC1=O (stereo not drawn)	-5%	7%	-20%	-4%	25	16%
O=[n+]1c2c(n([O-])c3cc(Br)ccc31)CCC2	-15%	-10%	1%	-19%	-21	-5%
COc1ccccc1NC(=O)CSc1nncn1-c1cccnc1	-19%	0%	-4%	-3%	37	6%
COc1cc(OC)cc(C(=O)Nc2ccccc2NC(C)=O)c1	-20%	1%	11%	5%	45	1%
CCn1cc(S(=O)(=O)CC(=O)Nc2ccc3c(c2)OCCO3)c2ccccc21	-36%	-24%	?	-5%	17	-16%
CN(C(=O)c1ccc(F)cc1)c1ccccc1C(=O)NCc1ccccc1	1%	-4%	4%	13%	-15	-19%

As entered above.
For AMA1-RON2 inh, COc1cc(OC)cc(C(=O)Nc2ccccc2NC(C)=O)c1 is entered as 1%
For FBPA Giardia inh, CCn1cc(S(=O)(=O)CC(=O)Nc2ccc3c(c2)OCCO3)c2ccccc21 is entered as -24%

The list goes on.
SMILES	AmpC inh no detg	FBPA Giardia inh	AmpC inh detg	Sm TGR block	HCMV antiviral	AMA1-RON2 inh
Cc1cc(C)cc(NC(=O)c2cccc3c2C(=O)N(C2CCCCC2)C3)c1	-5%	/	4%&4%	-5%&1%	-1	-4%
COc1ccc(S[C@@H](CCN2CC[C@H](C)CCC2=O)c2ccccc2)cc1	120%[activator]	/	11%	40µM*	-8	6%
CCC1CCCCN1S(=O)(=O)c1ccccc1 (stereo not drawn)	-5%	-1%	1%	-7%	30	0%
OCCNCc1c(OCc2ccc(Cl)cc2)ccc2ccccc12	37%	-4%	0%	14%	-79*	-9%
COc1cc(/C=C/c2noc(-c3ccccc3O)n2)cc(OC)c1OC	-8%	1%	3%	-5%	17	-20%
CCOC(=O)c1cc(-c2ccccc2)n(CCCC(=O)Nc2ccc(C)c(Cl)c2)c1C	/	/	11%	1%	0	/
COc1cccc(C(=O)OCn2nnc3ccccc3c2=O)c1OC	-8%	0%	4%	4%	31	0%
CCC(=O)N1CCc2cc(S(=O)(=O)NCc3ccc(C)cc3)ccc21	/	/	5%	1%	-11	/
CCOc1ccc(S(=O)(=O)NC(C)C(=O)NCc2cccnc2)cc1 (stereo not drawn)	-22%	-2%	?	7%	-19	-2%
COc1cccc(C(=O)NCCNC(=O)c2ccco2)c1	-19%	-3%	2%	1%	-17	0%
Cc1cc(C(=O)Nc2cccc(S(=O)(=O)N3CCCCC3)c2)c2ccccc2n1	97%[activator]	-8%	?	3%	-33	0%
CSc1ncccc1C(=O)OCC(=O)NC(C)C	-4%	2%	?	1%	-7	4%
FC(F)(F)c1cc(-c2ccccc2)nc(NC2CCCC2)n1	-28%	-2%	?	-22%	58	49%[activator]
CC(C)(C)c1cc(NC(=O)COC(=O)c2ccc3c(=O)n4c(nc3c2)CCC4)n(-c2ccccc2)n1	178%[activator]	-6%	3%	1%	24	-10%
O=C1/C(=C\c2ccccc2Cl)SC(=S)N1CCC(=O)N1CCCc2ccccc21	-9%	6%	0%	3%	-21	-16%[11.6 µM]
CC(=O)c1c(C)[nH]c(-c2ccccc2)nc1=S	-18%	?	11%	12%	35	82%[activator]
O=C(NCc1ccccc1Cl)C1CCN(c2ncnc3c2nc2n3CCCCC2)CC1	20%	/	-3%&1%	-7%&-3%	-69*!	-9%
O=C(Nc1ccc2nc(SCCOc3ccccc3Cl)sc2c1)c1ccco1	/	/	19%	6%	-70*	/
CCCC(=O)Nc1nc2ccc(NC(=O)c3ccc(Br)o3)cc2s1	-34%	-6%	2%	-4%	20	-8%
O=C(C1=COCCO1)N(Cc1nnc(-c2ccccc2Cl)o1)C1CC1	-14%	/	6%	-1%	3	-1%
O=C1OC(c2ccc(F)cc2)=N/C1=C\c1ccc(Br)o1	-21%	-18%	4%	-26%	7	9%
CCCCn1c(CCC(=O)O)nc2c1c(=O)[nH]c(=O)n2CCC	0%	-2%	1%	-14%	65	-1%
CN(C)CCN1C(=O)C(=O)/C(=C(/O)c2ccc(F)cc2)C1c1ccccc1F (stereo not drawn)	-8%	17%	?	-6%	5	?
COCCNC(=O)C1CCCN(S(=O)(=O)c2c(C)noc2/C=C/c2cccs2)C1 (stereo not drawn)	60%	4%	6%	-1%	-15	-8%
CCc1ccc(NC(=O)CSc2nc(=O)n3cc(C)ccc3n2)cc1	?	/	-21%	2%	13	0%
Cc1ccc(NC(=O)CSc2cn(CC(=O)N3CCCC3)c3ccccc23)cc1Cl	/	/	11%	-1%	-37	/
CCOC(=O)C1=CN(c2cccc(F)c2)C=C(C(=O)OCC)C1c1cc(OC)c(O)c([N+](=O)[O-])c1	-21%	11%	-5%	-2%	5	-13%
CCCCCCCOc1ccc(C2CC(=O)N(C)C2=O)cc1 (stereo not drawn)	77%[activator]	3%	-6%	2%	34	-9%
Cc1ccc(CN2CC(C(=O)Nc3cccc(C)n3)CC2=O)cc1 (stereo not drawn)	2%	/	-22%	53%[activator]	-25	-6%
COc1ccc(C(C)=O)c(Oc2nc(CN3CCOCC3)nc3scc(-c4cccs4)c23)c1	141%[activator]	6%	-6%	-16%	3	10%
COc1ccc(C(=O)CNC2=NCCC2)cc1	-22%	4%	3%	-3%	-32	-2%
NNC(=O)COc1ccccc1F	-28%	3%	-3%	3%	-12	16%
CCc1nnc2n1N(C(C)=O)C(c1ccc(C(C)(C)C)cc1)=C(C(C)=O)S2	/	/	2%	-12%	-98*	/
CC(=O)c1ccc(NC(=O)C(C)N(C)CC(=O)Nc2ccc(Cl)cc2)cc1 (stereo not drawn)	12%	0%	-14%	-14%	10	29%
CCC(C)c1c(O)nc(SCC(=O)Nc2ccccc2)[nH]c1=O (stereo not drawn)	-22%	7%	-1%	-3%	26	27%
COc1ccccc1NC(=O)CSc1ccc2nnc(-c3cccnc3)n2n1	-27%	-2%	-8%	-8%	35	0%
COc1ccc(-c2nnc(SCc3cccnc3)o2)cc1	-16%	2%	-3%	-4%	8	-12%
O=S(=O)(c1cccs1)N1CCN(CC(O)COc2cccc(Br)c2)CC1 (stereo not drawn)	57%	?	?	-2%	?	-21%
Cc1ccc(C)c(NC(=O)Cn2cc(C(=O)c3ccc(Cl)cc3)c(=O)c3ccc(C)nc32)c1	/	/	-3%	-10%	10	/
CCCCc1cc(=O)oc2cc(OCC(=O)N3CCC(C(=O)O)(c4ccccc4)CC3)ccc12	-9%	?	?	-2%	-12	-1%
CC1CCC(C(C)C)C(OC(=O)CSc2n[nH]c(=O)[nH]c2=O)C1 (stereo not drawn)	-25%	25%	-14%	-1%	-30	2%
Cc1cccc(-c2c3c(=O)n(C)c(=O)n(C)c3c3cccnn23)c1	-15%	2%	0%	7%	-10	11%
COc1ccc(OC)c(S(=O)(=O)N2CCC(C(=O)NCCC3=CCCCC3)CC2)c1	104%[activator]	0%	?	-2%	-4	38%[activator]
O=C1c2ccccc2NC(c2ccc([N+](=O)[O-])cc2)N1O (stereo not drawn)	-26%	7%	-3%	18%	-34	23%
CCOC(CNc1c([N+](=O)[O-])c(=O)n(C)c(=O)n1C)OCC	-14%	1%	-14%	5%	18	7%
COc1ncnc2sc3c(c12)CCCC3	-18%	-1%	?	1%	-18	4%
Cc1cc2ncn(C(=O)N3CCOCC3)c2cc1C	-10%	-2%	0%	-6%	2	2%
COC(=O)C(O)(CC(=O)Nc1ccc(C)c(F)c1)C(F)(F)F (stereo not drawn)	-6%	5%	?	-2%	24	37%[activator]

Molecules from the list above with a thiophene ring, fused or not, in the order listed:
SMILES	AmpC inh no detg	FBPA Giardia inh	AmpC inh detg	Sm TGR block	HCMV antiviral	AMA1-RON2 inh
Cc1ccc(-c2nnn(CC(=O)N(Cc3ccco3)C(C(=O)NC3CCCC3)c3cccs3)n2)o1 (stereo not drawn)	-50%	7%	?	-26%	-8	6%
COCCNC(=O)C1CCCN(S(=O)(=O)c2c(C)noc2/C=C/c2cccs2)C1 (stereo not drawn)	60%	4%	6%	-1%	-15	-8%
COc1ccc(C(C)=O)c(Oc2nc(CN3CCOCC3)nc3scc(-c4cccs4)c23)c1	141%[activator]	6%	-6%	-16%	3	10%
O=S(=O)(c1cccs1)N1CCN(CC(O)COc2cccc(Br)c2)CC1 (stereo not drawn)	57%	?	?	-2%	?	-21%
COc1ncnc2sc3c(c12)CCCC3	-18%	-1%	?	1%	-18	4%

Next part
SMILES	AmpC inh no detg	FBPA Giardia inh	AmpC inh detg	Sm TGR block	HCMV antiviral	AMA1-RON2 inh
COC(=O)C(C)N(C(=O)c1cccc2ccccc12)c1c(C)cccc1C (stereo not drawn)	45%	-2%	-14%	-15%	-24	-19%
CCO/C(C)=C1/SC(=S)NC1=O	-17%	-26%	7%	-3%	36	2%
COc1ccc2cc(CCNC(=O)C(C)(C)C)c(=O)[nH]c2c1	-13%	-1%	?	5%	77	2%
O=c1c2ccccc2nc(/C=C/c2c[nH]c3ccccc23)n1CCO	7%	-8%	8%	2%	-12	8%
CC(C)c1nnc(NC(=O)CSc2ncn[nH]2)s1	-8%	-17%	-13%	11%[11.4 µM]	22	2%
O=C(Nc1ccc(C(=O)N2CCCC2)cc1)c1ccccc1F	1%	0%	?	-7%	95	-5%
COc1ccccc1NC(=O)c1c(NC(=O)CCC(=O)O)sc2c1CCCCC2	-4%	?	0%	-1%	-25	5%
Cc1ccccc1NC(=O)CSc1nnc(C)c(=O)[nH]1	-32%	6%	-4%&17%	1%&0%	-25&-5	22%
CCCc1nc2ccccc2c(=O)n1-c1ccc(O)cc1	-14%	6%	7%	/	-33	10%
CCOC(=O)c1noc2ncn(CC(=O)Nc3ccccc3OC)c(=O)c12	/	/	-8%	-2%	2	/
